Compound activity from PubChem BioAssay.
GPT2 inh: inhibitors of human GPT2 alanine aminotransferase. AID 1671188. Recombinant GPT2, coupled pyruvate oxidase/HRP Amplex Red fluorescence. Q8TD30. 100,000 compounds, 0.25% hits. Potency, µM (titrated, usually from 57.7 µM), without a hit: top-dose activity change, negative = inhibition, hits mostly inhibitors; also: potency is read from the fitted curve at half-maximal effect; nearly all actives have a fitted effect of over 60% in size; many of its hits are not listed in these tables
Target sequence (Q8TD30 whole entry, looked up): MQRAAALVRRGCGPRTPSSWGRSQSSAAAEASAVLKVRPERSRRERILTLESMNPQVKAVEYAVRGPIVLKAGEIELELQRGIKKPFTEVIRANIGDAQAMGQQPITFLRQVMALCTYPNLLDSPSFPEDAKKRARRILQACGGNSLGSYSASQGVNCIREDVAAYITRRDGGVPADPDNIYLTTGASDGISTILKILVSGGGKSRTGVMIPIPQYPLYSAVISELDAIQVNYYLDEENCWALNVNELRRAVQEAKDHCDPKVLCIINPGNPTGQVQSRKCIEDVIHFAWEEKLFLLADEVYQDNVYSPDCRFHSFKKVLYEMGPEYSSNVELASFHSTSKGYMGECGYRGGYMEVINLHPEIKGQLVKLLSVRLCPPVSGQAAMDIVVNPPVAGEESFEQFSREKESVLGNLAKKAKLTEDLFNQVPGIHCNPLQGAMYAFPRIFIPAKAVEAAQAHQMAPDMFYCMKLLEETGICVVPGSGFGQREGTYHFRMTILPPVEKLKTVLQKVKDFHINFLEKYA
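Fluorescence read-out: pyruvate from GPT2 turnover coupled to pyruvate oxidase, HRP and Amplex Red (0.2mM ThPP, 0.2U/mL PO and HRP, 50uM Amplex final). Substrates 250uM a-KG, 2mM L-alanine; enzyme 10ng/uL; 30 min RT.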
HEK293 viab: cell viability loss counter-screen; Potency, µM (series often up to 57.1 µM), for the others: at the top dose activity change, negative = cytotoxicity, most hits filed as cytotoxic; 150,000 compounds, 0.12% hits; HEK-293-SNCA-luc viability, GF-AFC fluorescence, 24 h;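 also: potency is read from the fitted curve at half-maximal effect; 0% = DMSO-treated cells and -100% = medium-only wells without cells; nearly all actives have a fitted effect of over 30% in size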
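Cytotoxicity counterscreen: after 24 h compound treatment of genome-edited SNCA-luciferase HEK-293 cells, live-cell protease substrate GF-AFC read by fluorescence after 30 min; activity scaled between DMSO (0%) and medium-only (-100%), curves Hill-fitted.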
HEK293 tox: cytotoxic compounds in HEK 293 cells | 94,000 compounds, 6.6% hits | HEK 293 viability, ATP luminescence (CellTiter-Glo), 48-72 h | Potency, µM (highest dose often 115 µM), for inactives: at the highest dose activity change, negative = cytotoxicity, actives largely listed as inhibitors; also: potency is read from the fitted curve at half-maximal effect; nearly all actives have a fitted effect of over 60% in size
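Cells seeded first (HEK 293, 250 cells/well), then compound added by pintool. Incubation ran 48 or 72 hr at 37 degree Celsius. CellTiter-Glo was added and luminescence imaged after 10 min at room temperature.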
Luciferase inh: inhibitors of firefly (Photinus pyralis) luciferase; 76,000 compounds, 2.5% hits; Potency, µM (series often up to 115 µM), inactives show at the highest dose activity change, negative = inhibition, actives largely listed as inhibitors; purified P. pyralis luciferase, luminescence, biochemical; also: potency is read from the fitted curve at half-maximal effect; nearly all actives have a fitted effect of over 65% in size
Target sequence (P08659 whole entry, looked up): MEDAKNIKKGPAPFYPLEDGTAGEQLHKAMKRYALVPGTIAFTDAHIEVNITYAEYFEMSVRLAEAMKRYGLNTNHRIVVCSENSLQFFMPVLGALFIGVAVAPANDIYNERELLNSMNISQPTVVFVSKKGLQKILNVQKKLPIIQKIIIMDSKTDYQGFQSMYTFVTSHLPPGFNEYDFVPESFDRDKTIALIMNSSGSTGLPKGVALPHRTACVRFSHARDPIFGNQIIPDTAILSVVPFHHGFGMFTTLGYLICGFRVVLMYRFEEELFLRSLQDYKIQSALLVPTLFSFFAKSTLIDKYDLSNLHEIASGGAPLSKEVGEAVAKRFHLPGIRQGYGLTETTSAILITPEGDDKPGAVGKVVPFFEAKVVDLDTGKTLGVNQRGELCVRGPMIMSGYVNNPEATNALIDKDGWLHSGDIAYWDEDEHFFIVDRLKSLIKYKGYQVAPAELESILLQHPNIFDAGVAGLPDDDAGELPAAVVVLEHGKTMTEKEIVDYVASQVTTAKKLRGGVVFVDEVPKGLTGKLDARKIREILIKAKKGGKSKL
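Purified 10nM P. pyralis luciferase with 10uM D-luciferin and 10uM ATP in 50mM Tris acetate pH 7.5, 10mM Mg acetate, 0.01% Tween-20, 0.05% BSA. qHTS titration; luminescence read by CCD imager.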
SNCA expr inhib: SNCA gene expression inhibition | HEK-293 SNCA-luciferase knock-in, luminescence, 24 h | Potency, µM (series often up to 57.2 µM), for inactives: top-dose activity change, negative = inhibition, hits mostly inhibitors | 140,000 compounds, 0.17% hits | AID 1671194;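 also: potency is read from the fitted curve at half-maximal effect; plate controls were DMSO cells for no effect and cell-free wells for full effect; nearly all actives have a fitted effect of over 45% in size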
IP6K1 inh: inhibitors of human IP6K1 | Q92551 | activity change, % (series mostly up to about 58 µM) | 140,000 compounds, 0.81% hits | IP6K1 kinase, ADP-Glo luminescence, 2 h; hits give low values; in the data active = activity change below about -25%
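ADP-Glo luminescence measures ADP made by human IP6K1 during a 2 h RT reaction with ATP/IP6 (mix at 1.3 mM/130 uM); top library doses 57.5 and 19.1 uM final.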
NIH3T3 tox: cytotoxic compounds in NIH 3T3 cells | NIH 3T3 viability, CellTiter-Glo ATP luminescence, 48-72 h | Potency, µM (highest dose often 96.7 µM), without a hit: at the highest dose activity change, negative = cytotoxicity, usual class: inhibitors | 94,000 compounds, 4.3% hits; also: potency is read from the fitted curve at half-maximal effect; nearly all actives have a fitted effect of over 55% in size
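ATP-dependent luminescence (CellTiter-Glo) served as the viability signal for NIH 3T3 cells treated with compound for 48 or 72 hr at 37 °C.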
Starred values were filed as active, the others as inactive; i = inactive; ? = inconclusive; . = no result given; & = joins results of further samples; [ ] = another dose, or the depositor's remark. Unless noted, calls follow the shape of the dose curve; as a rule, active = well fitted curve in the direction sought with a large enough effect; inconclusive = small, poorly fitted or top-dose-only effect, or another doubt; inactive = no such curve, though single readings can be large; an effect the other way counts as inactive or inconclusive. Unless noted, % is scaled to controls: 0 for no effect and ±100 for the full control effect. Some of the compounds tested; count on the stated rates, not on these rows.

SMILES	GPT2 inh	HEK293 viab	HEK293 tox	Luciferase inh	SNCA expr inhib	IP6K1 inh	NIH3T3 tox
Cc1ccnc(NS(=O)(=O)c2ccc(NC(=O)C(C)(C)Oc3ccc(Cl)cc3)cc2)n1	.	-3%	.	.	0%	-3	.
COc1ccc(-c2cc(C(=O)Nc3c(C(=O)c4ccc(Cl)cc4)oc4ccccc34)no2)cc1	.	3%	.	.	-5%	9	.
O=C(NCCc1ccc(Cl)cc1)c1ccc2nnc(-c3ccc(Cl)cc3)n2c1	5%	-2%	?	.	?	8	?
COc1ccccc1CNc1ccc(-c2nc(-c3ccncc3)no2)cc1[N+](=O)[O-]	.	14%	.	.	15%	-6	.
CCOc1ccc(N(CC)S(=O)(=O)N2CCCC(C(=O)Nc3cc(Cl)ccc3C)C2)cc1 (centres undefined)	.	-7%	.	.	?	17	.
COc1ccc(N(CC(=O)Nc2cccc(Cl)c2C)S(=O)(=O)c2c(C)nn(C)c2C)cc1	.	?	.	.	?	-24	.
COc1cccc(C(=O)N2CCC(n3c(=O)[nH]c4ccccc43)CC2)c1	-4%	-3%	-7%	.	-16%	-16	-5%
COc1ccc(Cl)cc1NC(=O)CSc1nc(=O)[nH]c2c1CCC2	.	2%	.	.	-23%	-9	.
CC(C)N1CCN(C2CCN(c3ccc4c(c3)OCO4)CC2)CC1CCO (centres undefined)	?	10%	-11%	-4%	33%[activator]	10	-16%
O=C(NC1CCCc2c1[nH]c1ccccc21)c1ccco1 (centres undefined)	i	9%	?	-5%	13%	-1	?
CC(CCc1ccccc1)NC(=O)CSc1n[nH]c(-c2ccccc2)n1 (centres undefined)	.	-22%	.	.	?	6	.
CCc1noc(-c2cn(C3CCN(C(=O)c4cccc(Cl)c4)C3)nn2)n1 (centres undefined)	i	6%	?	5%	-14%	-1	?
CCCn1ccnc1CN1CCCn2nc(-c3nc4ccccc4n3C)cc2C1	?	-15%	?	?	?	4	?
COc1ccc(-c2nc3c(c(=O)[nH]2)CCN(C(=O)Cc2c[nH]c4ccccc24)C3)cc1	i	-14%	?	3%	-3%	10	?
COc1cccc(OCCN(C)Cc2cn(-c3ccccc3)nn2)c1	i[11.5 µM]	5%	?	0%	8%	-10	-27%
O=c1n(Cc2ccc(F)cc2Cl)nc2n1CCCCC2	-5%	-2%	2%	-1%	6%	-3	-14%
COC(=O)C(=O)N1CC[C@@H]2[C@H]1C(=O)N(C(C)C)C(=O)N2Cc1cccc(F)c1	3%[88.5 µM]	0%[87.6 µM]	-13%[172 µM]	-15%[172 µM]	-7%[87.6 µM]	3	-17%[138 µM]
O=C1CCN(C(=O)C2CCN(C(=O)C3CCC3)CC2)CCCCCCN1	i	8%	4%	-3%	-8%	8	-20%
COC(=O)C1CCN(C(c2ccccc2)c2sc3nc(-c4ccco4)nn3c2O)CC1 (centres undefined)	.	-6%	.	.	-4%	0	.
O=C(NC1CCN(c2ccc3nnc(-c4ccccc4)n3n2)CC1)c1ccccc1	.	.	?	.	.	-7	-5%
CC(C)(C)c1ccc(C(=O)N2CCC(c3noc(-c4ccc(S(=O)(=O)N5CCCC5)cc4)n3)CC2)cc1	.	12%	.	.	?	-23	.
COc1cc2ccccc2cc1C(=O)Nc1ccc2oc(-c3cccc(C)c3)nc2c1	.	5%	.	.	20%	-28*	.
Cn1ncc2c(C(=O)NCCCc3ccccc3)cc(-c3ccc(Cl)nc3)nc21	-23%	4%	-6%	.	-12%	16	-21%
CC(C)(C)n1nnnc1C1CC2(CCOCC2)C(=O)N1Cc1cc(F)ccc1F (centres undefined)	i	3%	-12%	6%	-9%	0	-22%
CCN1C(=O)COC[C@@H]1[C@H](O)c1ccc(NC(=O)COC)cc1	2%[88.5 µM]	3%[87.6 µM]	i	-3%[172 µM]	-3%[87.6 µM]	-4	i
O=C1Nc2ccccc2C12CN(S(=O)(=O)c1cccs1)C2	i	-1%	5%	.	?	-21	i
COc1ccc(F)cc1S(=O)(=O)NCCc1sc2nc(-c3ccc(F)cc3)nn2c1C	.	?	.	.	160%[activator]	26	.
COc1ccc(NC(=O)N2CCC(Oc3ncccc3C(=O)N3CCOCC3)C2)cc1F (centres undefined)	-2%	-7%	10%	0%	17%	4	-1%
CCN(CC)C(=O)Cn1c(=O)cc(C)c2c(C)nn(-c3cccc(Cl)c3C)c21	.	-22%	.	.	-17%	11	.
O=C(c1ccc(OCCCc2cnc[nH]2)cc1)C1CC1	-7%	5%	.	.	54%[activator]	.	.
CC(C)NC(=O)N1CCC(Oc2ccccc2)C1 (centres undefined)	i	1%	14%	-11%	-1%	43	5%
Cc1ccc(C(=O)N2CCCC(N)CC2)cc1N1CCNC1=O (centres undefined)	i	-1%	-1%	2%	-19%	-2	0%
COc1ccc(-c2[nH]nc3nc(-c4cc(Br)ccc4OC)cc(C(=O)O)c23)cc1	.	1%	.	.	12%	5	.
OC1(CNCCc2nc(-c3cccnc3)n[nH]2)CNCCOC1 (centres undefined)	i[11.5 µM]	10%	-18%	4%	-19%	35	4%
CN(CCc1ccccn1)[C@H]1[C@@H]2OC[C@@H](O2)[C@@H](NCc2ccc3c(c2)OCO3)[C@@H]1O	i	3%[87.6 µM]	-11%[172 µM]	-4%[172 µM]	-13%[87.6 µM]	3	-24%[174 µM]
COc1ccc(C(=O)N2CCC3(C2)C(=NC2CCCCC2)NC(=O)N3c2cccnc2)cc1 (centres undefined)	i	5%	i	.	2%	-15	i
CCOC(=O)c1c(S(=O)(=O)N2CCC(C(=O)NCc3ccc(F)cc3)CC2)c(C)n(C)c1C	.	20%	.	.	5%	20	.
O=C(Nc1cc(C(F)(F)F)ccc1Cl)c1cc(-c2cccs2)nc2ccccc12	.	16%	.	.	14%	-10	.
O=C(c1csc(N2CCN(c3ccccc3)CC2)n1)N1CCN(c2ccccn2)CC1	?	-2%	-40%	-9%	-20%	-8	3%
Cc1ccccc1NC(=O)c1cnc2c(c1)N(C(=O)Cc1cn(C)c3ccccc13)CCC2	-15%[88.5 µM]	-23%[87.6 µM]	?	9%[172 µM]	-25%[87.6 µM]	15	?
CCN(CC)C(=O)[C@@H]1C[C@H](NC(=O)c2ccc[nH]2)CN1Cc1ccncc1	i	-18%	-22%	8%	-11%	-2	?
COc1ccc(N2CC(C(=O)N3CCN(Cc4ccccc4)CC3)NC2=O)cc1 (centres undefined)	-10%	-11%	-14%	-1%	-8%	7	?
O=C(Nc1cccc(O)c1)c1cc(-c2ccccc2F)no1	.	8%	.	.	?	-5	.
CCC(=O)N1c2nc(-c3ccco3)nn2C2(CCCCC2)[C@@H]2CCCC[C@@H]21	.	?	.	.	2%	12	.
Cc1cccc(C(=O)NCC(=O)OCc2cc(=O)n3nc(C4CCCCC4)sc3n2)c1	.	6%	.	.	38%[activator]	-2	.
CC(C)c1noc(-c2cn(C3CCN(C(=O)c4cccc(Cl)c4)C3)nn2)n1 (centres undefined)	-1%	-8%	?	28%	?	9	?
COc1ccc(C(=O)NCC(c2cccnc2)N2CCN(c3ccc(F)cc3)CC2)cc1 (centres undefined)	.	?	.	.	4%	4	.
Cn1nccc1C(=O)N1CCC(c2noc(-c3ccncc3)n2)C1 (centres undefined)	i	10%	-10%	-2%	-1%	3	-4%
O=C(C[C@@H]1CCNC[C@@H]1Cc1cc(COc2ccccc2)on1)N1CCOCC1	2%[88.5 µM]	-2%[87.6 µM]	-25%[172 µM]	3%[172 µM]	6%[87.6 µM]	14	-12%[174 µM]
Cn1nccc1C(=O)N1CC(N(C2CCOCC2)S(C)(=O)=O)C1	i	4%	-3%	5%	-22%	0	3%
O=C(Nc1ccccc1C(=O)OCc1cc(=O)n2ccsc2n1)c1cccc(F)c1	.	3%	.	.	-9%	11	.
Cc1nc2scc(CC(=O)NCC(C)C)n2c(=O)c1-c1cc(C)n(-c2ccc(C(C)C)cc2)n1	?	2%	79µM*	?	-4%	-6	?
O=C(c1ccn[nH]1)N1C[C@@H](COCC2CC2)[C@H](c2ccccn2)C1	-6%	4%	i	1%	14%	28	-9%
Cn1nccc1CCC(=O)N[C@@H]1CCOC[C@H]1Oc1ccccn1	-2%	4%	3%	12%	10%	-4	-3%
CN1C(=O)c2cccn2CC1CNC(=O)Nc1ccc2c(c1)OCCO2 (centres undefined)	-1%	11%	-3%	?	24%	1	-3%
C=CCn1c(-c2cccs2)cn2cc(C(=O)NC(CC)CO)nc2c1=O (centres undefined)	2%	-8%	i	2%	-6%	9	-11%
Cc1ccc(Nc2ccc3cc(S(=O)(=O)N4CCC(C)CC4)ccc3n2)c(Cl)c1	.	6%	.	.	-22%	-4	.
O=C(Cc1ccccc1Cl)N1CCCC(n2cc(-c3nc(-c4ccccc4)no3)nn2)C1 (centres undefined)	i	-11%	?	?	36%[activator]	10	?
O=C(Cn1cccc1C(=O)c1ccccc1)NCc1ccccc1Cl	.	-2%	.	.	141%[activator]	0	.
CC(=O)N1CCC(N(C(=O)Nc2ccc(C)c(F)c2)C(C)C)CC1	.	-1%	.	.	86%[activator]	-8	.

Next part, starting with the last 3 of the part before.
SMILES	GPT2 inh	HEK293 viab	HEK293 tox	Luciferase inh	SNCA expr inhib	IP6K1 inh	NIH3T3 tox
O=C(Cc1ccccc1Cl)N1CCCC(n2cc(-c3nc(-c4ccccc4)no3)nn2)C1 (centres undefined)	i	-11%	?	?	36%[activator]	10	?
O=C(Cn1cccc1C(=O)c1ccccc1)NCc1ccccc1Cl	.	-2%	.	.	141%[activator]	0	.
CC(=O)N1CCC(N(C(=O)Nc2ccc(C)c(F)c2)C(C)C)CC1	.	-1%	.	.	86%[activator]	-8	.
COc1cccc(NC(=O)Cn2c(-c3cnccn3)nc(C)c(CCO)c2=O)c1	5%	5%	-17%	-10%	5%	-8	-13%
c1nnc(CC2CCCNC2)n1CC1CC1 (centres undefined)	-20%	-1%	1%	0%	1%	-5	-2%
O=C(c1cncc(Br)c1)N1CCC(N2CCCC2)CC1	-5%&1%	-7%&-16%	.	.	23%	-14	.
CCc1noc(CC2CCOC3(CCN(S(=O)(=O)c4ccccc4Cl)CC3)C2)n1 (centres undefined)	5%	-1%	?	12%	-13%	-12	-23%
